PI4K2A block = qHTS for small molecular inhibitors of PI4K2A; purified PI4K2A, ADP-Glo luminescence, 1 h; active compounds read low; activity change, negative = inhibition, % at 76.9 µM; hit rate 0.13% among 420,000; in the data active means activity change below about -50%;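 further: -100% = wells without enzyme as full effect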
Target sequence (Q9BTU6 whole entry, looked up): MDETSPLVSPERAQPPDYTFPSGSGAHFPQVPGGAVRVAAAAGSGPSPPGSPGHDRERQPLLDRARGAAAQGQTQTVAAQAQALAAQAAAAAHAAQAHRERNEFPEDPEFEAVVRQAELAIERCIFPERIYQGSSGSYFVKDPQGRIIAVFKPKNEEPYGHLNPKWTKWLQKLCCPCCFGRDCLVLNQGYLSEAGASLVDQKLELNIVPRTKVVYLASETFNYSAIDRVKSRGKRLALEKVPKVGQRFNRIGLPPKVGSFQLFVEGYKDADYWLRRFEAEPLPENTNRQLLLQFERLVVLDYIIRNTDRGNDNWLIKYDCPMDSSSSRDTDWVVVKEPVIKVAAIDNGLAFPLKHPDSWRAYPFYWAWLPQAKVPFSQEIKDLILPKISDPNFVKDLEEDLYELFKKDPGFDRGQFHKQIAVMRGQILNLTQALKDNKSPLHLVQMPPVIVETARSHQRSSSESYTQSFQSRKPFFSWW
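ADP-Glo luminescence measured ADP generated by PI4K2A enzyme (4 ug/mL before mixing) with 1.2 mM PI substrate (pre-mix) and 300 microM ATP (pre-mix). Tris pH7.5 buffer with MgCl2, Triton X-100; 1 h reaction at ambient temperature.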
Starred values were filed as active, the others as inactive. Not all compounds are listed (hit frequency here may not be typical).

SMILES | PI4K2A block
CC(C(=O)NC(C)(C)C)n1c(-c2ccc3c(c2)OCO3)nc2ccccc21 (stereo not drawn) | 2
CN1CCCN(S(=O)(=O)c2ccc3c(c2)CCC(=O)N3)CC1 | -1
CCCCNC(=O)C[C@H]1C[C@@]2(C(=O)OC)C(=C[C@H](COCc3ccccc3)O[C@@H]2C)N(Cc2cccc3ccccc23)C1=O | 0
O=C(Nc1ccc(Cl)cc1)N1CCN(Cc2nc3ccccc3c(=O)[nH]2)CC1 | -7
COCCCN1C(=O)[C@H](CC(=O)NCCC(C)C)[C@]2(C(=O)OC)CCCCC=C12 | 0
CC(C)CN1C(=O)CN(S(C)(=O)=O)CC1(C)C(=O)NC(C)C (stereo not drawn) | 3
c1ccc(Cn2ccc3ccc(-c4ccc5ccn(Cc6cccc(-c7ccsc7)c6)c5c4)cc32)cc1 | -2
C#CCNC(=O)C[C@@H]1C[C@@]2(C(=O)OC)CC(C)(C)CC=C2N(Cc2ccco2)C1=O | 5
CC(C)(C)OC(=O)NCc1cc(F)ccc1/C=C/S(=O)(=O)NCc1ccc(F)cc1 | 0
CC1(C)CC(=O)N(CC(=O)N2CCN(Cc3ccc4c(c3)OCO4)CC2)c2ccccc2S1(=O)=O | 0
O=S1(=O)c2ccc(Br)cc2OC[C@@H](c2ccccc2)N1Cc1cn(CCC2OCCO2)nn1 | 0
Cc1cc(NS(=O)(=O)c2ccc(NC(=O)CSc3nnc(-c4ccccn4)n3Cc3ccco3)cc2)nc(C)n1 | -2
CC(C)(C)NC(=O)C(c1ccnc2ccccc12)n1c(=O)c(-c2ccco2)nc2ccccc21 (stereo not drawn) | -10
CC1(C(=O)Nc2ccc3c(c2)OCCO3)CN(S(C)(=O)=O)CC(=O)N1CCCN1CCOCC1 (stereo not drawn) | 2
O=C1CC[C@@H](COc2ccc3[nH]cc(-c4ccccc4)c3c2-c2ccccc2)N1 | 1
CC(=O)N1CCc2cc(Br)c(S(=O)(=O)CCC(=O)N3CCN(c4ccccn4)CC3)cc21 | -5
Cc1ccc(S(=O)(=O)N2[C@@H](CCO)OC[C@H]2C(C)C)cc1 | 0
CCC(CC)C(C(=O)NCc1ccccc1)N1CCN(c2cccc(C)c2C)CC1 (stereo not drawn) | -3
Cc1csc(-c2nc3ccccc3n2C(C(=O)Nc2c(C)cccc2C)C2CC2)c1 (stereo not drawn) | -14
O=C(NCCc1c[nH]c2ccccc12)OCc1cn(-c2c(F)cccc2F)nn1 | 3
Cc1cc(NS(=O)(=O)c2ccc(NC(=O)CSc3nnc(-c4ccc(Cl)cc4)n3Cc3ccco3)cc2)nc(C)n1 | -5
COC[C@H]1CCCN1c1cccc2c1S(=O)(=O)N(C1CC1)CCCO2 | -3
O=C(NCCc1ccc2c(c1)OCO2)c1cc(-c2ccccc2)c(N2CCOCC2)s1 | 0
O=C1Nc2ccccc2OC1CC(=O)N1CCCCCCC1 (stereo not drawn) | -2
COC(=O)C1CN(Cc2ccc(OC)cc2)CCS(=O)(=O)N1Cc1cn(Cc2ccc(Cl)cc2)nn1 (stereo not drawn) | 4

Three structures out of the list, arranged by molar mass, rising.
SMILES | PI4K2A block
O=C1Nc2ccccc2OC1CC(=O)N1CCCCCCC1 (stereo not drawn) | -2
O=C(NCCc1ccc2c(c1)OCO2)c1cc(-c2ccccc2)c(N2CCOCC2)s1 | 0
CC(C)(C)OC(=O)NCc1cc(F)ccc1/C=C/S(=O)(=O)NCc1ccc(F)cc1 | 0

More compounds follow:
SMILES | PI4K2A block
C=CS(=O)(=O)N(Cc1ccc(F)cc1)C(=C)C(=O)OC | 3
CCOC(=O)[C@]12CCCC=C1N(CCCOC)C(=O)[C@@H]2CC(=O)NCc1cccs1 | -3
CC(C)CNS(=O)(=O)/C=C/c1cc2c(cc1CNC(=O)OC(C)(C)C)OCO2 | -2
Nc1ccc(CNC(=O)c2cc3cc(Cl)ccc3nc2N)cc1 | 0
COc1ccc(CN(CCN2CCOCC2)C(=O)c2cc(F)ccc2F)cc1OC | 1
C[C@H]1COc2cc(Br)ccc2S(=O)(=O)N1Cc1cn(CC2CCCCC2)nn1 | 3
C=CCN1C(=O)[C@@H](CC(=O)NCCCCc2ccccc2)[C@]2(C(=O)OCC)CCCCC/C=C/12 | 0
CN1CCC(N[C@@H](Cc2ccccc2)C(=O)NCCCc2ccccc2)(C(=O)NCCc2c[nH]c3ccccc23)CC1 | 2
CC(C)N1CCCCC(NC(=O)c2cccc(C(F)(F)F)c2)C1=O (stereo not drawn) | -6
Cc1cccc(C)c1NC(=O)C(c1ccccc1F)n1c(=O)c(-c2ccco2)nc2ccccc21 (stereo not drawn) | -7
CCOC(=O)c1cccc(NC(=O)CN(C)S(=O)(=O)c2ccc(Cl)s2)c1 | -6
COC(=O)c1ccc(S(=O)(=O)N2CCC(NC(=O)Cc3ccccc3)CC2)cc1 | -2
O=C(OCc1cn(Cc2cccc(C(F)(F)F)c2)nn1)N1CCOCC1 | -1
O=C(Nc1cccc(Cl)c1)OC1CCC12CCC(c1ccccc1)CC2 (stereo not drawn) | -1
CC(C)(C)C(=O)OC12CCCN(C1)/C(=C/c1cccnc1)C2 (stereo not drawn) | -3
CN(C)[C@H]1CCN(c2ccc3c(c2)O[C@H]2CCN(C2)S3(=O)=O)C1 | -3
CC(=O)OCCCN1CCC2(CCCCC2)C1=O | 1
CCOC(=O)[C@]12CCCC=C1N(Cc1ccccc1)C(=O)[C@H](CC(=O)N1CCOCC1)C2 | 5
CCCCNC(=O)c1nc(C2CCN(S(=O)(=O)c3ccc(OC(F)(F)F)cc3)CC2)oc1-c1ccccc1 | -1
COC(=O)[C@]12C[C@H](CC(=O)N3CCOCC3)C(=O)N(CCC3=CCCCC3)C1=C[C@H](C(C)C)O[C@@H]2C1CC1 | -3
Nc1nc2ccc(Cl)cc2cc1C(=O)NCc1ccccc1Br | 1
COC(=O)[C@]12C[C@H](CC(=O)NCC34CC5CC(CC(C5)C3)C4)C(=O)N(Cc3ccc(Cl)cc3Cl)C1=C[C@H](C(C)(C)C)O[C@@H]2C | -3
O=C(Nc1ccc(F)cc1)C(c1ccncc1)N1CCN(C(=O)c2ccco2)CC1 (stereo not drawn) | 1
COC(=O)[C@]12C[C@H](CC(=O)NCc3cccs3)C(=O)N(Cc3ccc(Cl)cc3Cl)C1=C[C@H](C(C)(C)C)O[C@@H]2C | -2
Clc1ccc(-n2c(COc3ccccc3)nnc2SCc2nc3ccccc3[nH]2)cc1 | -2

Quoted from the listing:
CN1CCC(N[C@@H](Cc2ccccc2)C(=O)NCCCc2ccccc2)(C(=O)NCCc2c[nH]c3ccccc23)CC1 @ PI4K2A block = 2
COC(=O)[C@]12C[C@H](CC(=O)NCC34CC5CC(CC(C5)C3)C4)C(=O)N(Cc3ccc(Cl)cc3Cl)C1=C[C@H](C(C)(C)C)O[C@@H]2C @ PI4K2A block = -3
COC(=O)c1ccc(S(=O)(=O)N2CCC(NC(=O)Cc3ccccc3)CC2)cc1 @ PI4K2A block = -2
Nc1ccc(CNC(=O)c2cc3cc(Cl)ccc3nc2N)cc1 @ PI4K2A block = 0
CC(C)CNS(=O)(=O)/C=C/c1cc2c(cc1CNC(=O)OC(C)(C)C)OCO2 @ PI4K2A block = -2
Clc1ccc(-n2c(COc3ccccc3)nnc2SCc2nc3ccccc3[nH]2)cc1 @ PI4K2A block = -2
CN(C)[C@H]1CCN(c2ccc3c(c2)O[C@H]2CCN(C2)S3(=O)=O)C1 @ PI4K2A block = -3

Two entries from above, comma-delimited.
mol,PI4K2A block
Nc1ccc(CNC(=O)c2cc3cc(Cl)ccc3nc2N)cc1,0
COc1ccc(CN(CCN2CCOCC2)C(=O)c2cc(F)ccc2F)cc1OC,1

Following part
SMILES | PI4K2A block
COc1cccc(CCNS(=O)(=O)c2c(C)n[nH]c2C)c1 | -4
O=C(C[C@H]1C=C[C@@H](NC(=O)c2ccncc2)[C@@H](CO)O1)NCC1CC1 | 3
O=C(Nc1ccc(Cl)cc1)C1CCCN1S(=O)(=O)c1cccc2cccnc12 (stereo not drawn) | -4
CCS(=O)(=O)c1ccc(OC)c(C(=O)OC)c1 | 1
C[C@H]1CCCC(=O)N[C@@H](c2ccccc2)[C@@H](C)CCCC(=O)N[C@H]1c1ccccc1 | 1
COC(=O)C/C=C/[C@@H](C)[C@H](NC(=O)OCC(Cl)(Cl)Cl)c1ccc(-c2ccccc2)cc1 | 2
COc1ccc2cc(C=O)ccc2c1 | -3
Cc1cccc(NC(=O)OC2CC3CC2[C@H]2CCCCN2C3)c1 (stereo partly drawn) | -6
Cn1c(=O)cc(OCCCC(=O)Nc2cc(-c3ccncc3)ccn2)c2ccccc21 | -13
Cc1ccccc1CN1CCCCC(NC(=O)C(C)(C)C)C1=O (stereo not drawn) | -4
CCc1cccc2c(C(C)c3ccccc3O)c[nH]c12 (stereo not drawn) | -2
COC(=O)[C@@H]1C[C@@]2(c3ccccc3)c3ccccc3N(S(=O)(=O)c3ccccc3)[C@H]2N1C(=O)CNC1CCCCC1 | -3
COC(=O)C[C@H]1C=C[C@H](NS(=O)(=O)c2cn(C)cn2)[C@@H](CO)O1 | 2
CO[C@@H]1CN(C)C(=O)c2cc(NC(=O)Nc3cc(F)ccc3F)ccc2OC[C@H](C)N(C(=O)c2ccccn2)C[C@@H]1C | -4
CC(CC1c2ccccc2CCc2ccccc21)CN(C)C (stereo not drawn) | 0
O=C(NC1CCCCN(Cc2cccc(F)c2)C1=O)c1ccc(-c2ccccc2)cc1 (stereo not drawn) | -1
Cc1nnc(C)n1N=Cc1ccc(O)cc1O | -5
CCCCCCCCN1C(=O)[C@H](CC(=O)NCC2CCCCC2)C[C@@]2(C(=O)OCC)CCC=C12 | 0
COC(=O)c1cc(C2(c3c[nH]c4ccccc34)CCN(C(=O)OC(C)(C)C)CC2)n2ccccc12 | 0
COc1ccc(C2OCCNC3C2C(=O)N(Cc2ccc(OC)cc2OC)C3Cc2ccccc2)cc1 (stereo not drawn) | -2
O=C(CSc1nc2ccccc2[nH]1)NN=Cc1ccccc1C(=O)O | -4
Cc1ccc(S(=O)(=O)N2[C@H](CC(=O)c3ccc(Cl)c(Cl)c3)OC[C@@H]2C(C)C)cc1 | -8
COC(=O)[C@]12C[C@H](CC(=O)N3CCN(C(=O)c4ccco4)CC3)C(=O)N(Cc3cccc4ccccc34)C1=C[C@H](C(C)(C)C)O[C@@H]2C | -6
Cc1ccccc1CN1CCCCC(NC(=O)Cc2cccs2)C1=O (stereo not drawn) | -3
CC(C)(C)C(=O)OC12CCCN(C1)/C(=C/c1ccc(Cl)cc1)C2 (stereo not drawn) | -3

More results
SMILES | PI4K2A block
C[C@H]1[C@@H](OC(=O)N2CCCC2)CC[C@@]23CCCN2C(=O)CCC[C@@H]13 | -4
CCCC(=O)N1CCC[C@]2(CC[C@H](CCC(C)=O)O2)C1 | -1
O=c1c2cc3cccnc3nc2ncn1Cc1cccs1 | -9
Cc1ccc(-n2c(SCC(=O)Nc3cccc4ccccc34)nnc2-c2ccccc2)cc1 | 2
O=C(CSc1nnc(COc2ccccc2)n1-c1ccc(Cl)cc1)Nc1ccc(OCc2ccccc2)cc1 | -1
COC(=O)C[C@@H]1C=C[C@H](NC(=O)Nc2ccc(OC)cc2)[C@@H](CO)O1 | -1
O=[N+]([O-])c1ccccc1/C=C/C1Nc2cccc3cccc(c23)N1 | 0
COCCCNC(=O)CSc1nnc(-c2ccncc2)n1-c1ccc(OC)cc1 | 3
C[C@@H]1/C=C/CC(=O)N[C@H](c2cccc(Br)c2)[C@H](C)/C=C/CC(=O)N[C@@H]1c1cccc(Br)c1 | 1
O=C(Cn1nc(-c2ccccc2)c2ccccc21)Oc1ccccc1 | 1
COc1ccc(S[C@]2(C(=O)N3CCN(C(C)=O)CC3)CC(=O)N(C(=O)C3CC3)[C@@H]2c2ccc(OC)cc2)cc1 | -1
O=C(Oc1ccc([N+](=O)[O-])cc1)O[C@H]1CC[C@@]23CCCN2C(=O)CCC[C@H]3C1 | 1
Cc1c[nH]c2cccc(-c3ccccc3)c12 | -2
C[C@H]1[C@@H](OC(=O)Nc2cc(Cl)ccc2Cl)CC[C@@]23CCCN2C(=O)CCC[C@@H]13 | -5
O=C(OC12CCCN(C1)/C(=C/c1ccccc1)C2)c1ccccc1 (stereo not drawn) | -1
CC(C)(C)NC(=O)C(c1ccc(C(F)(F)F)cc1)n1c(=O)c(-c2cc3ccccc3[nH]2)nc2ccccc21 (stereo not drawn) | -5
CCCCCCCCN1C(=O)[C@@H](CC(=O)NCCCN2CCCC2=O)C[C@@]2(C(=O)OC)C1=C[C@H](COCc1ccccc1)O[C@@H]2C | 1
COC(=O)[C@H]1C[C@@]2(N3CCCC3)c3ccccc3N[C@H]2N1S(=O)(=O)c1ccc([N+](=O)[O-])cc1 | -3
COC(=O)C1(C(=O)OC)c2cc3c(cc2CN(S(=O)(=O)c2ccc(C)cc2)C1CC(C)=O)OCO3 (stereo not drawn) | -5
C[C@H]1C2CC(OC(=O)NCc3ccc(Cl)cc3)C(C2)[C@H]2CCCCN21 (stereo partly drawn) | -4
O=S1(=O)c2ccc(N3CCC[C@H]3CO)cc2OCCCN1C1CC1 | 2
c1ccc(-c2ccc(C3=Nn4c(nnc4-c4ccccc4)SC3)cc2)cc1 | 7
O=C(CC1CCCC1)N1CC[C@H]2[C@H](CCCN2Cc2cc(F)cc(F)c2)C1 | -4
COC(=O)[C@H]1C[C@@]2(C)c3ccccc3N(C(=O)OC(C)(C)C)[C@H]2N1C(=O)OC(C)(C)C | -4
O=C(Nc1ccc2ncccc2c1)c1cc(-c2ccc(Cl)cc2)nc2ccccc12 | 5
COc1ccc(NC(=O)C(C2CC2)n2c(=O)c(-c3cc4ccccc4[nH]3)nc3ccccc32)cc1 (stereo not drawn) | -5
Cc1ccccc1N1CCN(C(=O)CN2C(=O)CC(C)(C)S(=O)(=O)c3ccccc32)CC1 | -2
CN(C)c1ccc(C(=O)NC2CCCCN(Cc3ccc(Cl)cc3)C2=O)cc1 (stereo not drawn) | -2
COC(=O)[C@]12C[C@H](CC(=O)NCc3cccc(C(F)(F)F)c3)C(=O)N(Cc3ccc4c(c3)OCO4)C1=C[C@H](C(C)C)O[C@@H]2C1CC1 | -1

Screening results (PubChem BioAssay)
